Compound activity: PubChem, The Scripps Research Institute Molecular Screening Center
GLD-1 RNA inh: GLD-1/TGE RNA complex disruptors, primary screen, biochemical, fluorescence polarization; purified GLD-1 + fluorescein TGE RNA; actives 0.44% (n = 320,000); Female germline-specific tumor suppressor gld-1 (Caenorhabditis elegans), Q17339; inhibition, % at 5.96 µM;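 active means percent inhibition above a per-plate cutoff, the plate mean of test compounds plus 3 SD, cut at about 30% in these data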;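 further: 0% = DMSO wells with GLD-1 and probe and 100% = wells lacking GLD-1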
Target sequence (Q17339 whole entry, looked up): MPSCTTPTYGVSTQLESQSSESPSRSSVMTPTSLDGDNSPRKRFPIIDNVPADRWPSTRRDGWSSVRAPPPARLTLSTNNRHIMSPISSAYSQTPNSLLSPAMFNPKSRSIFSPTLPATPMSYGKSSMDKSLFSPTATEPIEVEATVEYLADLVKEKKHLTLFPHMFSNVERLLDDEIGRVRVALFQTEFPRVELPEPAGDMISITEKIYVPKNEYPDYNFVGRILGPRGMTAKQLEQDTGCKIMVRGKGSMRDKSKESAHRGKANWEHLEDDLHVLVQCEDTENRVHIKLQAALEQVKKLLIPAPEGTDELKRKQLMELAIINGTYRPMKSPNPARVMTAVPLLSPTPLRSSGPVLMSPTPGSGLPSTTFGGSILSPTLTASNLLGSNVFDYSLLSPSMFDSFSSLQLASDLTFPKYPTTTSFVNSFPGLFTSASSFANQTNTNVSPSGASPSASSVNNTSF
PAD4 FP inh: human PAD4 inhibitors, primary screen, biochemical, fluorescence polarization, 1536-well format | Protein-arginine deiminase type-4 (Homo sapiens), Q9UM07 | recombinant PAD4, RCA probe fluorescence polarization | inhibition, % at 6.36 µM | actives 0.41% (n = 330,000) | AID 485272, 2010;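 active means percent inhibition above a cutoff equal to the mean of all tested compounds plus 3 SD, cut at about 15% in these data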;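 further: 0% = PAD4 with RCA probe and DMSO and 100% = probe without PAD4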
Active calls of the source: *.

No.	Compound	GLD-1 RNA inh	PAD4 FP inh
1	CCOC(=O)C1=CC[C@@H](c2cc(OC)c(OC)c(OC)c2)N(S(=O)(=O)c2ccc(C)cc2)[C@H]1C(=O)OCC	-1	-4
2	COc1ccc(CC(=O)OCc2csc(CC(=O)Nc3ccc(C)cc3)n2)cc1	-6	-2
3	CCOC(=O)[C@H]1[C@H]2COc3ccc(C)cc3[C@@H]2N2C(=O)c3cc(C)ccc3NC(=O)[C@@]12C	1	4
4	CCN(c1ccccc1)S(=O)(=O)c1ccc(Oc2ccccc2C(C)=O)nc1	7	-5
5	O=C(c1cncc(Br)c1)N1CCN(S(=O)(=O)c2ccc3ccccc3c2)CC1	0	0
6	CCCn1c(SCC(=O)N2CC(=O)Nc3ccccc32)n[nH]c1=O	0	-3
7	COc1ccccc1NS(=O)(=O)c1cc(N=N/C(C(=O)Nc2ccc(Cl)cc2)=C(/C)O)ccc1C	-6	-4
8	CCN(CC)S(=O)(=O)c1cc(NS(=O)(=O)c2cccs2)ccc1C	3	1
9	CC(=O)c1cccc(NC(=O)COC(=O)C2CCCN2C(=O)c2cccs2)c1 (stereo not given)	1	4
10	Cc1ccc(S(=O)(=O)Nc2ccc3c(c2)C(=O)N([C@H](C)CO)C[C@H](C)[C@@H](CN(C)Cc2ccccc2)O3)cc1	-1	2
11	CC(=O)c1ccc(S(=O)(=O)N2CCC(C(=O)Nc3ncc(C)s3)CC2)cc1	5	2
12	COc1cc(C(=O)OCC(=O)NC2CCCCC2)cc(OC)c1OC	0	-3
13	NCc1ccccc1CS(=O)(=O)N1CCOCC1	5	-1
14	Cc1noc(C)c1S(=O)(=O)N(C)C[C@H]1Oc2c(NC(=O)Nc3ccc4c(c3)OCO4)cccc2C(=O)N([C@H](C)CO)C[C@@H]1C	3	-4
15	COc1cc(OC)cc(-c2cc3ccccc3c(=O)o2)c1	4	7
16	COC(=O)C1=C(C)N(Cc2ccccc2)C(=NCCc2c[nH]c3ccccc23)N[C@H]1c1cccc(F)c1	6	2
17	CCOC(=O)[C@@H]1[C@H]2COc3ccccc3[C@@H]2N2C(=O)N(c3ccc(C)cc3)C(=O)[C@@]12C	0	-1
18	O=C(CNC(=O)c1ccc(C(F)(F)F)cc1)NC1CC1	-2	1
19	COC(=O)C1=CO[C@@H](O[C@@H]2O[C@H](CO)[C@@H](O)[C@H](O)[C@H]2O)C2C(CO)=CCC12 (stereo not given in full)	2	4
20	CN(CCc1ccccc1)C(=O)c1cccc(NC(=O)Cc2ccc([N+](=O)[O-])cc2)c1	3	1
21	CN(Cc1ccccc1)C(=O)COC(=O)CN1C(=O)c2ccccc2C1=O	6	0
22	CNS(=O)(=O)c1cccc(C(=O)OCC(=O)c2ccc3[nH]c(=O)[nH]c3c2)c1	6	-5
23	Cc1noc(C)c1C(=O)OCC(=O)N1CCc2ccccc21	6	-10
24	O=C(NC(=S)Nc1ccc(Br)cc1F)C1CCCCC1	1	-5
25	COc1ccc(S(=O)(=O)N(C)C[C@H]2Oc3c(cccc3N(C)C)C(=O)N([C@H](C)CO)C[C@@H]2C)cc1	8	4
26	CC1CC(C)CN(C(=O)COC(=O)/C=C/c2ccco2)C1 (stereo not given)	2	-3
27	COc1cccc(C(CNC(=O)c2ccc(Cl)c(S(=O)(=O)N3CCCC3)c2)N(C)C)c1 (stereo not given)	2	0
28	CC(=O)Nc1ccc(S(=O)(=O)NNC(=O)CCC(=O)NCc2ccccc2)cc1	13	1
29	O=S(=O)(NC1CCCCCC1)c1cccc(Cl)c1	1	2
30	COc1c(O)cc(O)c2c(=O)cc(-c3ccccc3)oc12	6	-4
31	CCCSc1ccc([C@H]2N[C@@](Cc3ccccc3)(C(=O)OC)[C@H]3C(=O)N(C)C(=O)[C@@H]23)cc1	5	4
32	O=C(C[C@H]1C/C=C\CC[C@H](Cc2ccc(F)cc2)C(=O)O[C@H](c2ccccc2)CNC1=O)N[C@H](CO)Cc1ccccc1	5	-2
33	Cc1ccc(Cl)c(OCC(=O)OCC(=O)c2ccc[nH]2)c1	-1	3
34	CCCCNc1c(-c2ccc(OC)c(Sc3ccc(OC)cc3)c2)nc2ccc(Cl)cn12	0	-4
35	O=C(CCc1ccccc1)Nc1cccc(S(=O)(=O)N2CCOCC2)c1	-2	-3
36	CCN(CC(=O)NCc1ccc(F)cc1)CC(=O)Nc1ccc(Br)cc1F	-2	-4
37	CN(Cc1ccccc1)C(=O)COC(=O)CCC(=O)c1ccc(F)cc1	-5	-4
38	CC(C)[C@H](NS(=O)(=O)c1ccccc1F)C(=O)NC1CCCCC1	-2	-8
39	CC1CC(C)CN(C(=O)COC(=O)COc2ccc(C#N)cc2)C1 (stereo not given)	-9	5
40	CC(C)(C)[C@H]1COC(=O)[C@@H](NC(=O)OCC2c3ccccc3-c3ccccc32)C/C=C\C[C@@H](CC(=O)N[C@@H](CO)Cc2ccccc2)C(=O)N1	-1	1

Six records drawn at random from those above, as already listed:
No.	Compound	GLD-1 RNA inh	PAD4 FP inh
29	O=S(=O)(NC1CCCCCC1)c1cccc(Cl)c1	1	2
31	CCCSc1ccc([C@H]2N[C@@](Cc3ccccc3)(C(=O)OC)[C@H]3C(=O)N(C)C(=O)[C@@H]23)cc1	5	4
26	CC1CC(C)CN(C(=O)COC(=O)/C=C/c2ccco2)C1 (stereo not given)	2	-3
35	O=C(CCc1ccccc1)Nc1cccc(S(=O)(=O)N2CCOCC2)c1	-2	-3
38	CC(C)[C@H](NS(=O)(=O)c1ccccc1F)C(=O)NC1CCCCC1	-2	-8
24	O=C(NC(=S)Nc1ccc(Br)cc1F)C1CCCCC1	1	-5

Single values from the results shown:
Reading for O=C(NC(=S)Nc1ccc(Br)cc1F)C1CCCCC1 under GLD-1 RNA inh: 1
Reading for CNS(=O)(=O)c1cccc(C(=O)OCC(=O)c2ccc3[nH]c(=O)[nH]c3c2)c1 under PAD4 FP inh: -5

(list continues)
No.	Compound	GLD-1 RNA inh	PAD4 FP inh
41	C[C@H]1CN([C@@H](C)CO)C(=O)c2cccc(NS(=O)(=O)c3ccc(F)cc3)c2O[C@H]1CN(C)Cc1ccc(Cl)c(Cl)c1	1	-3
42	COC(=O)C1CCN(CC(=O)NC(=O)Nc2ccccc2F)CC1	-1	-8
43	C[C@@H]1CN([C@@H](C)CO)C(=O)Cc2cc(NC(=O)Nc3cccc4ccccc34)ccc2O[C@@H]1CN(C)Cc1ccc(C(F)(F)F)cc1	5	3
44	Cc1ccc(S(=O)(=O)Nc2ccc3c(c2)C(=O)N([C@H](C)CO)C[C@H](C)[C@@H](CN(C)C(=O)Nc2ccc(C(F)(F)F)cc2)O3)cc1	5	-4
45	COc1cccc(-c2sc3ccc(OC)cc3c2-c2ccc(OCCN3CCOCC3)cc2)c1	8	5
46	CCN(CC(=O)NC1CCS(=O)(=O)C1)c1ccc(S(=O)(=O)N(CC)CC)cc1[N+](=O)[O-] (stereo not given)	2	-3
47	COc1ccc(S(=O)(=O)Nc2ccc3c(c2)CC(=O)N([C@@H](C)CO)C[C@H](C)[C@@H](CN(C)S(=O)(=O)c2ccc(F)cc2)O3)cc1	3	-3
48	CN(CC(=O)Nc1ccc(F)c(F)c1F)C(=O)C1COc2ccccc2O1 (stereo not given)	1	1
49	COc1ccccc1N(CCC#N)C(=S)Nc1ccc(S(=O)(=O)N2CCOCC2)cc1	-4	-6
50	NC(=O)C1CCN(c2nc(-c3cccnc3)cs2)CC1	4	4
51	COc1ccc(CNC(=O)Cn2cnc3c(SC)nc(N)nc32)cc1	1	2
52	C#CCOCCOCCOCCNc1nc(N2CCN(C(=O)[C@H](CCCCN)n3cc([C@@H](N)C(C)CC)nn3)CC2)nc(N2CCN(C(=O)[C@H](Cc3cc4ccccc4[nH]3)n3cc([C@@H](N)C(C)CC)nn3)CC2)n1 (stereo not given in full)	6	-3
53	CCN(C[C@H]1N[C@@](C)(C(=O)OC)[C@H]2C(=O)N(C)C(=O)[C@@H]12)C(=O)Nc1ccc(Cl)cc1	2	-2
54	CCN(C(=O)CSc1nnc(-c2ccc(F)cc2)n1C)C1CCS(=O)(=O)C1 (stereo not given)	-3	0
55	CC1Cc2ccccc2N1C(=O)COC(=O)c1ccc([N+](=O)[O-])o1 (stereo not given)	11	-7
56	COc1ccccc1C(=O)COC(=O)C1(C)CC1(Cl)Cl (stereo not given)	-1	-1
57	Cc1cc(NC(=O)C(C)SCC(=O)N(C)Cc2c(F)cccc2Cl)no1 (stereo not given)	4	-26
58	Cc1ccc(S(=O)(=O)NCC(=O)OCC(=O)N2CC(C)OC(C)C2)cc1 (stereo not given)	-3	-1
59	NC(=O)C1CCN(c2oc(-c3cccs3)nc2S(=O)(=O)c2ccc(Cl)cc2)CC1	-2	-1
60	CC(C)(C)OC(=O)C[C@H]1C/C=C\C[C@H](CC(=O)N[C@H](CO)Cc2ccccc2)C(=O)N[C@H](C(C)(C)C)COC1=O	2	-5
61	CCOC(=O)NC(=O)CSc1ccc(S(=O)(=O)N2CCCCC2)cn1	1	0
62	COc1ccc(C(=O)NC(=O)CSc2n[nH]c(N)n2)cc1	0	2
63	COc1ccc(S(=O)(=O)Nc2cccc3c2O[C@H](CN(C)C(=O)NC2CCCCC2)[C@@H](C)CN([C@H](C)CO)C3=O)cc1	-4	-2
64	CC[C@@]1(C(=O)OC)N[C@H](CN(C)S(=O)(=O)c2ccc(-c3ccccc3)cc2)[C@@H]2C(=O)N(Cc3ccccc3)C(=O)[C@@H]21	-2	-4
65	COc1ccc(C)cc1NC(=O)C1CCCCN1S(=O)(=O)c1ccccc1 (stereo not given)	-2	-3
66	Cc1ccc(S(=O)(=O)Nc2cccc3c2O[C@H](CN(C)C(=O)Nc2cccc4ccccc24)[C@H](C)CN([C@H](C)CO)C3=O)cc1	11	-1
67	CCOc1ccc(OCC(=O)OC(C)C(=O)NC2CCCC2)cc1 (stereo not given)	5	-3
68	NC(=O)c1ccc(N2CCN(S(=O)(=O)c3cccs3)CC2)c([N+](=O)[O-])c1	7	-8
69	O=C(NNC(=O)C1CC1)c1cc(=O)[nH]c2ccccc12	-2	-5
70	Cc1ccc(NS(=O)(=O)c2cccc(C(=O)Nc3cccnc3)c2)c(C)c1	-2	2
71	CC(C)(C)c1ccc(NC(=O)CSc2n[nH]c(=O)n2C2CC2)cc1	3	-1
72	CC(C)[C@H](NS(=O)(=O)c1ccccc1)C(=O)Nc1ccccc1N1CCOCC1	0	-4
73	COc1ccccc1C(=O)NCC(=O)N1CCN(C/C=C/c2ccccc2)CC1	0	2
74	O=C(COC(=O)c1ccc(Br)o1)NCC1CCCCC1	-2	5
75	CC(C)(C)OC(=O)C[C@@H]1C/C=C\C[C@H](CC(=O)NCCO)C(=O)N2CCC[C@@H]2COC1=O	2	3
76	CCCn1c(SCC(=O)NCCCN2CCCC2=O)nc2ccccc2c1=O	-1	1
77	CCN(CC)C(=O)[C@H]1CC(CC(=O)NCc2cccc(C(F)(F)F)c2)C(=O)N2CCc3c([nH]c4ccccc34)[C@]12C (stereo not given in full)	7	4
78	COc1ccccc1-c1sc2cc3c(cc2c1-c1ccc(O)cc1)OCO3	6	-3
79	NS(=O)(=O)c1cccc(NC(=O)CSc2nnc(C3CC3)n2-c2ccccc2)c1	2	-3
80	C[C@H](CO)N1C[C@H](C)[C@@H](CN(C)C)Oc2c(NS(=O)(=O)c3ccccc3)cccc2C1=O	0	0
81	Cc1ccc2nc(SC(C)C(=O)NC3CCCC3)[nH]c2c1 (stereo not given)	-1	3
82	CCCSc1ccc([C@@H]2[C@@H]3C(=O)N(CC)C(=O)[C@@H]3[C@]3(C(=O)OC)CCCCN23)cc1OC	3	-6
83	Cc1ccc(S(=O)(=O)N2CCCCC2)cc1NC(=O)CN1C(=O)c2ccccc2S1(=O)=O	6	-2
84	COc1ccc(NC(=O)Nc2ccc3c(c2)C(=O)N([C@H](C)CO)C[C@H](C)[C@@H](CN(C)C(=O)Nc2ccccc2)O3)cc1	2	-5
85	CCCCn1c(N)c(N(CC)C(=O)CCNC(=O)c2ccc(Cl)cc2)c(=O)[nH]c1=O	3	2
86	COc1cc(/C=C/C(=O)OCC(=O)NC2CC2)cc(OC)c1OC	1	-1
87	CC(NC(=O)c1ccc([N+](=O)[O-])o1)C1CC2CCC1C2 (stereo not given)	1	-3
88	C=CCC[C@H](Cc1ccc(F)cc1)C(=O)OC[C@H](Cc1c[nH]c2ccccc12)NC(=O)[C@H](CC=C)CC(=O)NCCO	0	-3
89	Cc1ccc(CN(C)C(=O)c2cc(S(=O)(=O)N3CCOCC3)ccc2F)o1	2	-4
90	C=CC[C@@H](CC(=O)N(CCO)Cc1ccccc1)C(=O)N[C@H](COC(=O)[C@@H](CC=C)CC(=O)OC(C)(C)C)Cc1c[nH]c2ccccc12	6	1
91	NC(=O)c1ccc(NC(=O)COC(=O)c2ccc3ccccc3n2)cc1	1	2
92	COc1ccccc1CNC(=O)COC(=O)c1ccncc1	-1	-1
93	CC1CCCCC1NC(=O)CCS(=O)(=O)c1ccc(Cl)cc1 (stereo not given)	0	-1

Some of the compounds tested, so the mix of outcomes need not match the whole.
